# Source: PubChem (several laboratories)
# Rv3671c inh = Rv3671c (M. tuberculosis) protease inhibition | inhibition, % at 5.96 µM | actives 0.048% (n = 320,000); in the data active = inhibition above about 38%;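 also: extracellular domain of Rv3671c used as enzyme; 0% = enzyme with DMSO and 100% = no enzyme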
# Target sequence (P9WHR9 whole entry, looked up, the tested form may be a part): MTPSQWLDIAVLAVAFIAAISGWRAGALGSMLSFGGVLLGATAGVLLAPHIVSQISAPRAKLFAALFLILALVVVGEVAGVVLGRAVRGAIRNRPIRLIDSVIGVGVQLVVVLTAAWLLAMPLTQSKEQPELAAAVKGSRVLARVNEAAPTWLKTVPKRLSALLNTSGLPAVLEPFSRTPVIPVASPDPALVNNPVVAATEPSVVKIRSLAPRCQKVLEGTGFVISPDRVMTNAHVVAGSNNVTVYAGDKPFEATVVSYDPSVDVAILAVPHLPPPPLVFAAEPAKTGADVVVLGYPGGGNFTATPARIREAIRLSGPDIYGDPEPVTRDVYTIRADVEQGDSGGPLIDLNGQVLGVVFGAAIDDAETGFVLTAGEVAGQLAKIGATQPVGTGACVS
# CCHFV vOTU inh = CCHFV vOTU protease inhibition; actives 0.55% (n = 370,000); AID 651958; Pep-AMC fluorescence; inhibition, % at 11.5 µM; in the data active = inhibition above about 30%; also: 0% = vehicle wells with enzyme and 100% = no enzyme wells
# BH1578 lux ind = quorum light induction in luxS cqsA deficient V. cholerae. actives 0.16% (n = 350,000). V. cholerae BH1578 lux reporter, luminescence, 6 h. activation, % at 18.7 µM; in the data active = activation mostly above about 9.7%, no sharp cut-off; also: not every result past the cut was called active; inactives centre near 0; reference of the scale not given here
# TcdB GH inh = TcdB glycohydrolase inhibition. actives 0.24% (n = 350,000). inhibition, % at 9.99 µM. TcdB glycohydrolase enzymatic assay, plate reader; in the data active = inhibition above about 10%
# PrPC surface inh = cell surface PrPC inhibition, primary TR-FRET screen. P04156. inhibition, % at 13.8 µM. TR-FRET read-out. AID 720596. actives 0.43% (n = 370,000); in the data active = inhibition above about 24%; also: 0% = median of the test wells and 100% = reference compound wells
# MazF activator = activators of E. coli MazEF toxin-antitoxin RNase. FAM/BHQ RNA-DNA oligo cleavage fluorescence, 5 h. actives 0.32% (n = 350,000). P0AE70. activation, % at 20 µM; in the data active = activation above about 50%
# Target sequence (P0AE70 whole entry, looked up): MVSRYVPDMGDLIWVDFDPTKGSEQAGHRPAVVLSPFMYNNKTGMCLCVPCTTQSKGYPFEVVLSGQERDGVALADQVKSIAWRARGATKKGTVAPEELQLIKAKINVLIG
# Y pestis TopoI = blocks Yersinia pestis topoisomerase I activity | activity, % at 10 µM | actives 0.064% (n = 360,000) | AID 504884 | Y. pestis Topo-I cleavage product accumulation, plate reader; in the data active = activity above about 50%, passing the limit was not always enough; also: inactives centre near 2
# VHR inh abs = blocks human VHR1 dual specificity phosphatase | P51452 | recombinant VHR phosphatase, pNPP absorbance | inhibition, % at 13.3 µM | actives 0.52% (n = 290,000) | AID 1654; in the data active = inhibition above about 50%; also: some compounds called inactive have numbers as strong as hits
# Target sequence (P51452 whole entry, looked up): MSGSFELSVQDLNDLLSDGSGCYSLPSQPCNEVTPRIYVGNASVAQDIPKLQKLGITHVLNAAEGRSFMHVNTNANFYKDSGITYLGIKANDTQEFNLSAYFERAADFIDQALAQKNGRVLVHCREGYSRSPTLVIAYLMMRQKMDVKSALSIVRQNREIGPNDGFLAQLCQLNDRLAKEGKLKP
# 3CLpro inhibitor = SARS-CoV 3CLpro protease inhibition. recombinant SARS-CoV 3CLpro, quenched FRET peptide cleavage. actives 0.14% (n = 290,000). P0C6X7. AID 1706. inhibition, % at 6 µM; in the data active = inhibition above about 12%
# PriA SSB inh = inhibitors of Klebsiella pneumoniae PriA binding to SSB C-terminal tail; inhibition, % at 33 µM; AlphaScreen SSBct-PriA binding, biotinylated peptide; actives 0.6% (n = 430,000); in the data active = inhibition mostly above about 37%, no sharp cut-off; inactive = mostly below about 20%;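 also: plate controls were negative control peptide for no effect and reference peptide for full effect; strong numbers were not always called active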
# Starred values were filed as active, the others as inactive; i = inactive; x = not tested or not shown; & = joins results of further samples. A portion of the library; rates above refer to the full screens.
no.	molecule	Rv3671c inh	CCHFV vOTU inh	BH1578 lux ind	TcdB GH inh	PrPC surface inh
1	Cc1cc(C(F)(F)F)nn1CC(=O)N1CCCCC1C (stereo not given)	8	11	0.5	x	-2
2	O=C(CCC(=O)N(CC(=O)NC1CCCCC1)Cc1ccc(F)cc1)Nc1nccs1	-14	9	i	-3.6	7
3	CN(CCc1ccccn1)C(=O)c1ccc(OC2CCN(CCc3ccccc3)CC2)cc1	2	-8	-0.4	-1.7	-8
4	CCOc1ccc(OCC)c(NC(=O)C2CCN(S(=O)(=O)c3cccc4nonc34)CC2)c1	2	2	i	x	-2
5	CCOC(=O)N/N=C/c1cccnc1	3	-5	-1.6	-0.5	-8
6	CCOc1ccccc1N1CCN(C(=O)CC(C)C)CC1	2	0	-0.5	-1.1	-1
7	COc1ccc(CCNC(=O)CSc2ccc3nnc(CCNC(=O)c4ccccc4)n3n2)cc1OC	3	-1	i	-0.7	-8
8	CCC(SC1=N/C(=C/c2ccccc2OC)C(=O)N1c1ccccc1)C(=O)Nc1cc(C)on1 (stereo not given)	-43	1	0.7	x	-2
9	COc1ccccc1NC(=O)C1=C(C)Nc2nnnn2C1c1ccccc1OC (stereo not given)	6	11	i	x	3
10	Cc1ccnc(NS(=O)(=O)c2ccc3c(c2)CCO3)c1	2	4	x	1.2	5

no.	MazF activator	Y pestis TopoI	VHR inh abs	3CLpro inhibitor	PriA SSB inh
1	3	-2	25	2	-2
2	5	-2	-11	1	3
3	-1	30	14	-1	-16
4	-9	-3	17	4	-15
5	2	-1	17	1	x
6	7	5	-7	-1	-3
7	-1	-8	18	4	-3
8	2	-8	18	0	4
9	-4	1	-4	3	-15
10	x	x	10	2	x

# The list continues:
no.	molecule	Rv3671c inh	CCHFV vOTU inh	BH1578 lux ind	TcdB GH inh	PrPC surface inh
11	NS(=O)(=O)c1cccc(NC(=O)CSc2nnc(-c3ccccc3F)n2C2CC2)c1	3	11	-0.4	0.2	8
12	O=C(N/N=C/c1ccccc1C(F)(F)F)c1ccc2nc[nH]c2c1	-2	3	-1.1	1.9	-2
13	C=CCN=C1S/C(=C\c2ccc(Cl)cc2)C(=O)N1CC=C	0	12	-0.6	1.0	13
14	C/C(=C\c1ccccc1)C(=O)NCc1ccco1	2	7	-0.3	0.0	-3
15	CCCN(CC1CC1)C(=S)Nc1ccc(C(C)=O)cc1	3	-3	i	0.7	-2
16	CCOC(=O)c1c(SCCN2CCCCC2)n(-c2ccccc2)c(=S)n(-c2ccccc2)c1=O	x	-1	1.6	0.2	-2
17	Cc1ccccc1Cn1cccc1/C=C1/C(=N)N2C=CSC2=NC1=O	-30	-2	x	x	1
18	O=C(Nc1cccc2[nH]ncc12)c1ccc(F)cc1	-2	-3	-3.0	x	-1
19	CC(NCc1cccc(Cl)c1Cl)C(O)c1ccccc1 (stereo not given)	-1	-1	i	x	2
20	COCCN1CC(=O)N(c2cccc(C)c2C)C(c2ccc(Cl)cc2)C1=O (stereo not given)	4	-3	i	x	2

no.	MazF activator	Y pestis TopoI	VHR inh abs	3CLpro inhibitor	PriA SSB inh
11	1	-6	21	-3	-13
12	-1	-6	9	6	x
13	-5	-6	29	1	-8
14	0	3	22	3	1
15	-1	10	18	-6	-10
16	1	2	x	x	-17
17	164*	-6	43	0	-2
18	11	11	48	1	-17
19	-22	3	1	3	116*
20	2	0	-6	0	-22

# Further records
no.	molecule	Rv3671c inh	CCHFV vOTU inh	BH1578 lux ind	TcdB GH inh	PrPC surface inh
21	O=c1[nH]c(=O)n(-c2ccc(Br)cc2)c(O)c1C=NC(CO)(CO)CO	3	4	i	1.4	2
22	CCOc1cc(/C=N/Nc2nc(-c3cccc(S(=O)(=O)N4CCCC4)c3)cs2)ccc1O	12	16	-0.2	x	3
23	C[C@@H]1CN([C@H](C)CO)C(=O)CCCn2nncc2CO[C@H]1CN(C)C(=O)CCC(F)(F)F	x	22	-0.4	-1.6&-1.8	-8
24	CCCN(CCC)CCCNC(=O)c1ccc2c(Cl)c3c(nc2c1)CCC3	-9	-8	0.0	-0.2	-2
25	NS(=O)(=O)c1ccc(CNC(=O)C2(c3ccc(Cl)cc3)CC2)cc1	2	13	-0.2	0.3	-1
26	CCc1[nH]nc(C(=O)N2CCCC(Nc3ccc(C(C)C)cc3)C2)c1C (stereo not given)	-4	15	-0.3	0.6	-3
27	COc1ccc(CC(=O)N2CCN=C2SC)cc1	-11	2	-0.3	1.6	1
28	O=S1(=O)c2c(F)cccc2OC(COc2ccccc2)CN1CCc1ccc(F)cc1 (stereo not given)	x	-3	i	3.4	8
29	COCCNc1nnc(SCC(=O)NC2CCCCC2)s1	8	1	i	-2.8	1
30	O=C(NN=Cc1ccccc1C(=O)O)c1ccc(NS(=O)(=O)c2cccs2)cc1	5	14	-1.5	-0.4	-7

no.	MazF activator	Y pestis TopoI	VHR inh abs	3CLpro inhibitor	PriA SSB inh
21	-12	-1	13	2	-11
22	2	-7	-7	4	x
23	1	-1	x	x	x
24	16	12	35	-1	2
25	4	11	36	-1	3
26	-10	3	32	0	17
27	3	2	-4	-4	-15
28	3	20	x	x	4
29	4	-4	x	x	-4
30	3	-1	x	x	4

# Some of the entries above, reformatted:
[4] CCOc1ccc(OCC)c(NC(=O)C2CCN(S(=O)(=O)c3cccc4nonc34)CC2)c1
[5] CCOC(=O)N/N=C/c1cccnc1
[6] CCOc1ccccc1N1CCN(C(=O)CC(C)C)CC1
[7] COc1ccc(CCNC(=O)CSc2ccc3nnc(CCNC(=O)c4ccccc4)n3n2)cc1OC
[8] CCC(SC1=N/C(=C/c2ccccc2OC)C(=O)N1c1ccccc1)C(=O)Nc1cc(C)on1 (stereo not given)
[9] COc1ccccc1NC(=O)C1=C(C)Nc2nnnn2C1c1ccccc1OC (stereo not given)
[10] Cc1ccnc(NS(=O)(=O)c2ccc3c(c2)CCO3)c1
[11] NS(=O)(=O)c1cccc(NC(=O)CSc2nnc(-c3ccccc3F)n2C2CC2)c1
compound no.	4	5	6	7	8	9	10	11
Rv3671c inh	2	3	2	3	-43	6	2	3
CCHFV vOTU inh	2	-5	0	-1	1	11	4	11
BH1578 lux ind	i	-1.6	-0.5	i	0.7	i	x	-0.4
TcdB GH inh	x	-0.5	-1.1	-0.7	x	x	1.2	0.2
PrPC surface inh	-2	-8	-1	-8	-2	3	5	8
MazF activator	-9	2	7	-1	2	-4	x	1
Y pestis TopoI	-3	-1	5	-8	-8	1	x	-6
VHR inh abs	17	17	-7	18	18	-4	10	21
3CLpro inhibitor	4	1	-1	4	0	3	2	-3
PriA SSB inh	-15	x	-3	-3	4	-15	x	-13

# The results go on:
no.	molecule	Rv3671c inh	CCHFV vOTU inh	BH1578 lux ind	TcdB GH inh	PrPC surface inh
31	O=C(Nc1cccc([N+](=O)[O-])c1)Nc1ccc(Cl)cn1	-6	-5	-0.7	0.5	-1
32	O=C(C1CCCN(c2ncccn2)C1)N1CCc2ccccc21 (stereo not given)	6	-8	-1.8	x	-5
33	NC(=O)C1=C[C@H](c2ccc(C(F)(F)F)cc2)C[C@H](OCCCCO)O1	-3	1	0.0	0.4	-2
34	Cc1ccc(N(C)C(=O)CC(C)S(=O)(=O)c2ccc3c(c2)NC(=O)CO3)cc1 (stereo not given)	3	8	-0.4	1.0	2
35	O=C(Nc1ccccc1)N1CCN(c2ncccn2)CC1	-4	9	6.2	x	-2
36	COc1ccc(C(=O)Nc2ccc3c(c2)nc(CCNC(=O)c2ccco2)n3C)cc1	-6	5	-0.3	1.6	-1
37	N#Cc1c(-c2cccnc2)cc(-c2ccccc2)nc1N	3	-286	-0.8	2.0	-4
38	Cc1c(NC2(c3nnnn3-c3ccc(Br)cc3)CCCCC2)c(=O)n(-c2ccccc2)n1C	0	-5	-3.2	x	-4
39	N#CCCn1cnc2c(=S)nc[nH]c21	-2	-1	i	1.4	6
40	Cc1nc2nc(Cc3ccccc3)nn2c(C)c1Cl	-4	-4	-7.1	x	-3

no.	MazF activator	Y pestis TopoI	VHR inh abs	3CLpro inhibitor	PriA SSB inh
31	2	1	12	2	-12
32	1	14	25	4	-8
33	0	-14	28	-4	-7
34	-5	4	27	4	-3
35	6	-8	14	1	-7
36	11	8	1	-2	-3
37	2	11	13	2	-6
38	-7	9	0	1	-9
39	-1	-8	-17	-4	-3
40	0	4	18	3	-7

# Next section
no.	molecule	Rv3671c inh	CCHFV vOTU inh	BH1578 lux ind	TcdB GH inh	PrPC surface inh
41	N#Cc1ccc(COC(=O)c2cnc(Cl)c(Cl)c2)cc1	-2	9	-3.8	-2.1	7
42	Cc1cccn2c(CNCCSc3nccn3C)c(C(=O)N3CCCCC3)nc12	-5	5	i	1.2	-5
43	CC(C)Oc1ccc(CCc2n[nH]c(=S)n2Cc2ccccc2)cc1	5	11	-1.5	x	0
44	Cc1cc(C)cc(C(=O)NC(CC(N)=O)c2ccc(N3CCC(Cc4ccccc4)CC3)c([N+](=O)[O-])c2)c1 (stereo not given)	-11	1	-3.0	0.9	1
45	O=S(=O)(c1ccc(Cl)cc1)N1CCCN(c2ccc(C(F)(F)F)cn2)CC1	-5	16	i	0.8	-2
46	O=C(COC(=O)c1cnccn1)Nc1ccccc1-c1ccccc1	-5	7	i	-0.7	4
47	CC(C)(C)C(=O)OCOC(=O)[C@@H]1N2C(=O)[C@@H](N=CN3CCCCCC3)[C@H]2SC1(C)C	-5	3	-0.3	0.4	5
48	O=C(Nc1ccccc1)Nc1nnc([C@@H]2C[C@H](O)[C@@H](CO)O2)s1	x	0	i	-0.1	-6
49	COc1ccc(CCn2c(O)c(C=NCCCO)c(=O)[nH]c2=O)cc1OC	0	4	i	x	-8
50	CC1CCN(S(=O)(=O)c2ccc(Cl)cc2Br)CC1	-3	8	-0.7	x	4

no.	MazF activator	Y pestis TopoI	VHR inh abs	3CLpro inhibitor	PriA SSB inh
41	16	3	-12	1	-11
42	-3	3	39	0	-7
43	6	13	6	3	1
44	-3	-7	13	7	-2
45	-14	-10	32	5	-17
46	0	-5	x	x	-12
47	-1	0	x	x	-5
48	x	-2	x	x	x
49	-1	-5	8	1	-7
50	-5	-3	5	5	-52

# Additional records.
no.	molecule	Rv3671c inh	CCHFV vOTU inh	BH1578 lux ind	TcdB GH inh	PrPC surface inh
51	Cc1ccc(S(=O)(=O)N2CCOCC2)cc1NCC(=O)Nc1ccc(OC(F)(F)F)cc1	-1	2	x	0.8	-3
52	[O-]/[N+](=C\c1ccc(F)cc1)c1ccccc1	4	-7	i	x	6
53	CC1=C(C(=O)OCC2CCCO2)C(c2ccccc2)NC(=O)N1 (stereo not given)	2	3	-0.4	0.7	2
54	O=C(CNC(=O)c1cccnc1)N/N=C/c1ccc(O)cc1O	0	19	i	-6.1	11
55	CN1CCCC(OC(=O)c2ccc(S(=O)(=O)N(C)C)cc2)C1 (stereo not given)	-1	-12	-2.2	1.5	5
56	Cc1ccc(CCNC(=O)C2CCN(S(=O)(=O)c3cccc4nonc34)CC2)cc1	-9	19	i	x	-19
57	N#Cc1ccccc1NC(=O)CN1C(=O)NC(Cc2c[nH]c3ccccc23)C1=O (stereo not given)	2	5	i	0.2	-7
58	O=C(Nc1ccc(N2CCOCC2)cc1)c1cc(-n2cnnc2)ccc1Cl	1	7	-3.6	0.4	-2
59	O=C(COc1cccnc1[N+](=O)[O-])c1ccc(Cl)s1	-27	17	0.2	-0.2	6
60	CCOc1ccc(CN2CCN(CCCc3ccccc3)CC2CCO)cc1 (stereo not given)	0	8	i	0.5	-8
61	COc1ccc(C(=O)O/N=C(\N)Cc2ccc([N+](=O)[O-])cc2)c(OC)c1	-2	9	-0.3	1.8	-11

no.	MazF activator	Y pestis TopoI	VHR inh abs	3CLpro inhibitor	PriA SSB inh
51	7	0	x	x	-16
52	4	6	18	1	-4
53	7	8	20	-2	-4
54	4	1	13	7	x
55	7	6	17	2	6
56	-5	-5	-8	3	2
57	15	10	x	x	-1
58	0	-2	33	6	-6
59	3	-11	-5	-2	1
60	-1	14	44	3	-1
61	1	5	9	3	i
